# Screening data (PubChem BioAssay)
# Cdc42 wt GTP = human Cdc42 wildtype GTP binding change, either direction. actives 0.2% (n = 190,000). percent activity (GTP binding), % at 10 µM. AID 761. GST-Cdc42 beads, Bodipy-GTP binding, flow cytometry; actives lie on both sides;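 active = percent activity GTP binding at least 20 points away from the 100% baseline, either down as inhibitor or up as activator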;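 also: median bead fluorescence of bound Bodipy-FL-GTP at 100 nM; 0% = excess unlabeled GTP control and 100% = no compound control; below 100% means less GTP binding so inhibitor and above means activator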
# Target sequence (P60953 whole entry, looked up): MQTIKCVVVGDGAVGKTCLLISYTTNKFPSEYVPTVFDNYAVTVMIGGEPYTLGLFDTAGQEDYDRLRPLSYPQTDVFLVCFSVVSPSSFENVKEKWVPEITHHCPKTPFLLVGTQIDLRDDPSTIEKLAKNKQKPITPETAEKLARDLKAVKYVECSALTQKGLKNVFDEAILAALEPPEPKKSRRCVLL
# Rab7 wt modul = alters GTP binding to wildtype dog Rab7. GST-Rab7 beads, fluorescent GTP binding, flow cytometry; actives lie on both sides; untreated = 100%, excess cold GTP = 0%. GTP binding activity (percent of control), % at 10 µM. actives 0.055% (n = 190,000);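 active = fluorescent GTP binding to Rab7 beads changed by at least 20 points from the 100% baseline, either direction, mostly lower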;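 also: median green fluorescence of bound Bodipy-FL-GTP per Rab7 bead population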
# Pf gametocyte = inhibitors of late stage P. falciparum gametocyte viability | P. falciparum stage V gametocytes, ATP luminescence, 24 h | inhibition, % at 10.9 µM | actives 0.065% (n = 150,000) | AID 743093;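 active = inhibition above the mean plus 3 SD of compounds within the control limits, set per campaign, cut at about 38% in these data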;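 also: 0% = DMSO wells and 100% = medium only without gametocytes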
# Mcl1 Bid PPI = Mcl-1/Bid interaction inhibition; inhibition, % at 21.7 µM; actives 0.97% (n = 220,000); TR-FRET Mcl-1/Bid-Dy647 peptide binding, 1536-well;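 active = compounds that cut the binding signal by more than half at the single screening dose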;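 also: His-tagged Mcl-1 with europium anti-His antibody binding Bid BH3 peptide; 0% = Mcl-1 plus peptide wells and 100% = peptide-only wells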
# Target sequence (Q07820 whole entry, looked up): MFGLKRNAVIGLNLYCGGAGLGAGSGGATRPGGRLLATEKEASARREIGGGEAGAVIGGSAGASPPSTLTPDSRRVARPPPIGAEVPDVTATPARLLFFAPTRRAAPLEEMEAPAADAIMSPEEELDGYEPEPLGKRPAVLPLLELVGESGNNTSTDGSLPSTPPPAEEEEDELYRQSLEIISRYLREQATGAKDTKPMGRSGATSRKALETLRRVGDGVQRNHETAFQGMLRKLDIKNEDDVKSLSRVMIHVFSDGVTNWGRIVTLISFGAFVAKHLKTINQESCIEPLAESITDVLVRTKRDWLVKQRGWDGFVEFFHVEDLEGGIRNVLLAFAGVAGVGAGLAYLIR
# Mcl1 Noxa PPI = Mcl-1/Noxa interaction inhibition; inhibition, % at 21.7 µM; TR-FRET Mcl-1/Noxa peptide binding, 2 h; actives 1.5% (n = 220,000); AID 1022;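 active = compounds that cut the protein-peptide binding signal by more than 50% relative to plate controls in a single-dose test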;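 also: His-tagged Mcl-1 with rhodamine Noxa BH3 peptide and terbium anti-His antibody; 0% = Mcl-1 plus Noxa peptide wells and 100% = peptide-only wells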
# Rac1 wt modul = alters GTP binding to wildtype human Rac1. P63000. GST-Rac1 beads, fluorescent GTP binding, flow cytometry; actives lie on both sides; 0 = cold GTP competed, 100 = untreated. GTP binding activity (% of control), % at 10 µM. actives 0.27% (n = 190,000). AID 757;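 active = GTP binding activity at least 20 points away from the 100% control level, either lower or higher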
# Rab2 wt GTP = changes GTP binding to wildtype dog Rab2A, up or down; P61105; GST-Rab2 wt beads, Bodipy-GTP binding, flow cytometry; GTP binding activity, % at 10 µM; actives 0.19% (n = 190,000); AID 760;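 active = GTP binding activity at least 20 points away from 100%, either lowered or raised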;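 also: 0% = beads with excess unlabeled GTP and 100% = no-compound control corrected for plate trend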
# HRas wt GTP = changes GTP binding to wildtype human HRas | P01112 | GST-Ras wt beads, Bodipy-FL-GTP binding, flow cytometry; actives lie on both sides | AID 759 | GTP binding activity, % at 10 µM | actives 0.14% (n = 190,000);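 active = GTP binding activity at least 20% away from the 100% baseline, either lowered as inhibitor or raised as activator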;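 also: 0% = unlabeled GTP competition control and 100% = no-compound control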
# Target sequence (P01112 whole entry, looked up): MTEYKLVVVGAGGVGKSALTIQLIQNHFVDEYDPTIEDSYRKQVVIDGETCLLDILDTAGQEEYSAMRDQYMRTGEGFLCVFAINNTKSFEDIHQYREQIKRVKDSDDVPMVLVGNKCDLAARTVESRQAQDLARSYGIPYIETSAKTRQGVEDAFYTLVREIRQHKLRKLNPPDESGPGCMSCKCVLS
# Avidin bead fluor = avidin bead compound fluorescence profile. Avidin beads, compound fluorescence 488/530 nm, flow cytometry; active compounds read high. fluorescence (KMESF) at 10 µM. actives 0.38% (n = 220,000). AID 1775; in the data active = fluorescence above about 47; also: inactives centre near 10
# Rac1 act GTP bind = alters GTP binding to activated mutant human Rac1. P63000. GST-Rac1 activated beads, fluorescent GTP binding, flow cytometry; actives lie on both sides; 100% means binding = to untreated wells. percent activity (GTP binding), % at 10 µM. actives 0.11% (n = 190,000);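 active = GTP binding at least 20 percentage points away from the 100% baseline, in either direction, so actives lie on both sides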
# GSH fluor = compound fluoresces at 488/530 nm on GSH beads. GSH beads flow cytometry, compound fluorescence 488/530 nm; active compounds read high. fluorescence (KMESF) at 10 µM. actives 0.25% (n = 190,000). AID 1776; in the data active = fluorescence above about 89;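 also: glutathione beads carrying GST-tagged Bcl family fusion proteins plus one bare bead set; values are compound well signal with DMSO vehicle wells as background; inactives centre near 16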
# Active calls of the source: *; x = no result given; [ ] = dose if it differs, or a comment.
SMILES,Cdc42 wt GTP,Rab7 wt modul,Pf gametocyte,Mcl1 Bid PPI,Mcl1 Noxa PPI,Rac1 wt modul,Rab2 wt GTP,HRas wt GTP,Avidin bead fluor,Rac1 act GTP bind,GSH fluor
CCn1c(SCC(=O)Nc2ccc(C(=O)OC)cc2)nnc1-c1cccs1,95,98,27,-17,11,95,97,97,2,96,41
COc1ccc(CCNC(=O)CCc2ccc(S(=O)(=O)NCC(C)C)cc2)cc1OC,95,103,-8,-45,5,96,99,98,7,95,17
CC1(C)Cc2c(sc(/N=C/N3CCCCCC3)c2C#N)C(C)(C)N1,100,105,2,-1,5,103,102,99,8,98,25
COc1ccc(Br)cc1CNc1ccc2[nH]c(=O)[nH]c2c1,99,102,1,-45,34,99,98,97,12,95,12
Cc1[nH]c2ccccc2c1C(c1ccncc1)N1CCN(c2ccc(F)cc2)CC1 (stereo not given),95,96,x,-7,31,101,97,98,12,100,7
CN(C[C@H](Cc1ccccc1)N(C[C@H](Cc1ccccc1)N(CCc1cc(C(F)(F)F)cc(C(F)(F)F)c1)N=O)N=O)N=O,95,102,-12,0,-3,97,97,95,5,94,21
COc1ccc(C2C=C(c3ccccc3)Nc3nc(NC(C)=O)nn32)cc1 (stereo not given),104,101,x,-19,32,105,100,101,33,99,46
CC(NC(=O)/C(=C\c1ccco1)NC(=O)c1ccccc1Br)C(=O)O (stereo not given),99,101,x,-50,19,100,98,99,7,98,13
C=CCOc1cccc(C(=O)N2CCCC(CCC(=O)NCc3ccccc3F)C2)c1 (stereo not given),96,99,2,-22,14,95,98,95,8,94,10
Fc1ccc(-n2nnc(-c3cccnc3Cl)n2)cc1,96,101,x,-11,-11,96,95,95,7,96,22
CC1CCCCN1CC(=O)Nc1cc(S(=O)(=O)N2CCOCC2)ccc1N1CCCC1 (stereo not given),96,97,x,-27,11,97,100,96,10,95,16
COC(=O)c1[nH]c2ccc(C)cc2c1NC(=O)Nc1ccccc1OC,95,94,0,-12,7,91,95,95,33,93,14
CC(C)(C)NC(=O)Cn1nc(C(F)(F)F)c2c1CCCC2,100,100,x,-5,-1,102,97,99,21,99,25
CCOC(=O)c1c(NC(=O)OC)sc(C(=O)N(C)C)c1C,100,99,x,-4,1,102,98,99,26,98,25
O=S(=O)(/N=C(/Nc1ccccn1)c1ccccc1)c1ccccc1,97,101,23,-2,18,104,100,101,21,98,15
Cc1ccc(-n2cc(C(=O)c3cc(Cl)ccc3O)cc(C#N)c2=O)cc1,99,99,-13,-7,4,104,100,103,3,97,9
Cn1c(N2CCN(C(=O)Nc3ccc(C(F)(F)F)cc3)CC2)nc2ccccc21,100,105,x,-33,-9,103,100,103,8,95,59
CC(=O)N1CCN(S(=O)(=O)c2ccc(C)cc2)C1c1ccc(N(C)C)cc1 (stereo not given),105,102,x,-87,-6,104,102,102,5,101,16
CCN(CC)CCN(C(=O)Cn1nnc(-c2ccc(C)o2)n1)C(C(=O)NC(C)(C)C)c1cccs1 (stereo not given),97,105,x,-22,9,101,98,100,19,98,12
Oc1c(C(c2cccs2)N2CCN(c3ccccc3)CC2)ccc2cccnc12 (stereo not given),101,98,x,65*,85*,99,97,100,9,95,8
COCCCNC(=O)CSc1nc2ccccc2c(=O)n1Cc1ccc2c(c1)OCO2,96,107,4,-9,15,99,100,102,29,98,12
CCO[C@H]1OC(C(N)=O)=C[C@@H](c2coc3ccccc3c2=O)[C@@H]1CCCO,94,95,12,-3,-1,95,95,94,6,94,23
O=C(CCCn1c(=O)c2ccccc2n(CC(=O)NCc2ccco2)c1=O)NCc1ccco1,104,99,-24,-17,1,102,102,101,6,98,33
CCCCn1c(=S)[nH]c2ccc(N3CCOCC3)cc2c1=O,95,95,x,-43,13,98,95,96,9,96,14
O=C(Cn1nnc(-c2ccc(F)cc2)n1)N1CCCCC1,95,95,x,-14,-10,95,95,94,20,94,9
O=C(O)C1CC(=O)n2c(nc3ccccc32)S1 (stereo not given),95,100,x,12,16,101,98,96,13,97,34
Cc1ccccc1CS(=O)(=O)CCC(=O)NCCCN1CCN(c2ccccc2F)CC1,103,100,x,-22,11,103,102,102,10,100,14
Cc1ccccc1-n1c(SCC(=O)NCc2cccs2)nc2ccccc2c1=O,103,94,1,-15,22,101,97,100,8,96,19
O=C(O)/C=C/C(=O)NCc1ccccc1,102,99,-2,-7,16,101,99,102,3,100,12
O=C1N(S(=O)(=O)c2ccccc2F)C(=O)C2(CCCC2)N1S(=O)(=O)c1ccccc1F,96,94,-11,-1,15,93,96,97,25,93,25
COc1cccc(/C=N/n2c(=S)n(C)c3ccccc32)c1OC,97,97,0,-1,18,98,96,94,9,95,36
COc1ccc(OC)c(-c2csc(NC(=O)Cc3cccs3)n2)c1,94,97,24,-3,13,101,97,97,10,94,15
COC(=O)c1c(C(=O)OC)c2ccncn2c1Cl,98,95,-48,-65,11,103,98,99,4,99,37
O=C(Oc1cccnc1)c1ccccc1[N+](=O)[O-],104,109,11,-7,6,105,102,105,5,102,16
O=C(O)c1ccccc1OCc1ccccc1Br,139*[activator],120*[activator],10,-2,6,142*[activator],129*[activator],122*[activator],13,126*[activator],10
Cc1cccc(NC(=O)COc2cccc3c2CCN(Cc2ccccc2)C3=O)c1C,99,100,x,-23,1,100,102,99,12,97,13

# An excerpt of these results, with tabs.
Structure	Cdc42 wt GTP	Rab7 wt modul	Pf gametocyte	Mcl1 Bid PPI	Mcl1 Noxa PPI	Rac1 wt modul	Rab2 wt GTP	HRas wt GTP	Avidin bead fluor	Rac1 act GTP bind	GSH fluor
O=C(Cn1nnc(-c2ccc(F)cc2)n1)N1CCCCC1	95	95	x	-14	-10	95	95	94	20	94	9
O=C(O)C1CC(=O)n2c(nc3ccccc32)S1 (stereo not given)	95	100	x	12	16	101	98	96	13	97	34
Cc1ccccc1CS(=O)(=O)CCC(=O)NCCCN1CCN(c2ccccc2F)CC1	103	100	x	-22	11	103	102	102	10	100	14

# Continuation:
SMILES,Cdc42 wt GTP,Rab7 wt modul,Pf gametocyte,Mcl1 Bid PPI,Mcl1 Noxa PPI,Rac1 wt modul,Rab2 wt GTP,HRas wt GTP,Avidin bead fluor,Rac1 act GTP bind,GSH fluor
Cc1ncc([N+](=O)[O-])n1CC(=O)Nc1ccccc1,93,94,x,3,1,85,94,90,16,89,10
Cn1cc([N+](=O)[O-])c(C(=O)NCc2ccco2)n1,98,101,-36,-35,8,95,98,100,11,95,13
Cc1cccc(-c2nc3cc([N+](=O)[O-])ccc3o2)c1,100,105,-14,7,0,99,100,99,10,98,9
Cn1c(NC(=O)c2ccc(C(C)(C)C)cc2)cc(=O)n(C)c1=O,101,96,x,-6,5,103,99,100,24,99,14
CC(C)(C)C(=O)CN1C2=NCCN2c2ccccc21,96,102,3,-20,14,100,101,98,13,96,14
Cn1c(Cn2nnc3ccccc32)nnc1SCC(=O)N1c2ccccc2CCc2ccccc21,97,95,-16,5,0,97,95,97,7,97,43
C=CCn1c(COc2ccccc2F)nnc1SCC(=O)c1c[nH]c2ccccc12,99,99,-2,-6,1,101,100,97,6,97,16
Cc1cccc(NC(=O)C2CCCN2S(=O)(=O)c2cccc3cccnc23)c1 (stereo not given),99,100,x,-11,28,99,100,98,7,97,16
CCOc1ccc(NC(=O)c2cn(CC(C)C)c(=O)c3c2c2ccccc2n3C)cc1,103,103,-18,20,22,103,103,105,0,103,6
O=C(C1=C[C@H](c2ccccc2)C[C@H](OCc2ccc(CO)cc2)O1)N1CCCCCCC1,98,95,x,1,-7,100,97,97,5,98,16
CCN(CC)C(=O)CSc1nnc(-c2cccs2)n1Cc1ccco1,105,97,x,42,7,108,100,101,6,101,60
COc1ccc(/C(C)=N/NC(=O)Cc2c(C)nc(C)[nH]c2=O)cc1,103,100,x,-9,22,103,104,102,16,103,10
Cc1nc(N2CCN(c3ccccc3)CC2)[nH]c(=O)c1Cc1cccc2ccccc12,102,103,x,-20,-15,101,101,104,197*,98,23
C=CC(C)(C)c1cc2cc3ccoc3cc2oc1=O,103,97,-23,-2,-5,106,100,101,10,99,18
COc1ccc(/C=C/CN2CCN(Cc3ccc(C)cc3)C(CCO)C2)cc1 (stereo not given),103,101,-13,-9,4,101,105,105,16,100,16
O=C(C[n+]1ccccc1)Nc1ccccc1Br,99,96,-4,1,2,99,99,97,30,94,11
CCCOC(=O)Nc1nnc(CCC)s1,100,97,-14,7,-5,102,98,98,6,99,57
Cc1ccc(-c2nc3ccccc3o2)cc1NC(=S)NC(=O)c1cc2ccccc2o1,107,93,16,-22,-2,104,94,97,12,98,14
COC(CNC(=O)c1c[nH]c2ccc(S(=O)(=O)N3CCC4(CC3)OCCO4)cc2c1=O)OC,98,96,-14,13,7,97,96,95,3,99,26
O=S(=O)(Cc1ccccc1)N1CCc2ccccc2C1,100,96,x,-9,26,97,97,98,36,96,25
Cc1ccc2[nH]c(=O)c(C(c3nnnn3CCc3ccccc3)N3CCOCC3)cc2c1 (stereo not given),105,105,x,8,18,105,102,104,10,102,10
O=C(O)CSCC(=O)NCc1ccccc1Cl,97,110,4,-31,17,103,100,101,8,95,15
Cc1ccc(NC(=O)Cc2ccccc2Cl)cc1S(=O)(=O)N(C)C,101,102,x,-30,12,101,100,99,6,99,11
Cc1cc(C)nc(NS(=O)(=O)c2ccc(NC(=O)CSc3ncn[nH]3)cc2)n1,96,97,x,-29,0,98,95,96,22,95,9
CC(=O)OCCCN1c2ccccc2Nc2nnc(-c3ccccc3)cc21,105,98,2,1,4,105,100,104,11,100,25
CCOc1ccc2oc(C(=O)NC3CCN(Cc4ccccc4)CC3)c(C)c2c1,99,106,-1,-8,-1,100,100,101,13,97,15
O=C(CSc1nnc(CNC(=O)c2ccco2)o1)NC1CCCC1,100,100,x,-10,-13,103,100,98,22,99,11
COC(=O)CC(=O)CSc1nc2c(cc1C#N)CCCCC2,96,92,-18,-27,25,95,95,97,26,95,12
O=C(c1ccco1)c1cn(CC(=O)N2CCCc3ccccc32)c2ccccc12,104,104,x,-6,25,103,102,102,8,99,12
CCn1cc(C(=O)OCC(=O)NCc2ccccc2Cl)c(=O)c2ccc(C)nc21,95,87,-23,23,17,92,94,90,10,94,15
Cc1ccc(C(=O)Nc2nnc(-c3cccs3)s2)cc1C,102,99,x,-4,4,99,103,103,9,100,27
CCOCCCn1c(SCc2nc3ccccc3s2)nc2ccccc2c1=O,102,100,9,-27,15,107,99,101,11,101,10
COc1ccc(C(=O)N/C(=C\c2cccc3ccccc23)C(=O)NCCc2c[nH]c3ccccc23)cc1OC,100,98,-10,-89,-17,102,99,100,14,100,21
CCCCNC(=S)NCCN1CCN(C(=S)NCCCC)CC1,98,105,5,-45,-14,98,100,99,28,98,12
Cc1ccc(Nc2nnc(SCC(=O)Nc3cccc(S(=O)(=O)NC4=NCCCCC4)c3)s2)cc1,98,102,13,-53,10,103,99,100,2,100,7
Nc1ccn(Cc2ccccc2)n1,97,103,-7,-9,6,102,99,99,6,97,10
